Screening results: PubChem, National Center for Advancing Translational Sciences (NCATS)
HepG2 viability: kills HepG2 cells in TGF-b inhibitor counter-screen; HepG2 CAGA-GFP viability, ATP luminescence, 18 h; Potency, µM (series often up to 46.1 µM), without a hit: top-dose activity change, negative = cytotoxicity, most hits filed as cytotoxic; actives 0.76% (n = 410,000); also: potency is read from the fitted curve at half-maximal effect; some results filed as inactive show a strong effect at the top dose
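HepG2 CAGA-GFP cells (1000/well, DMEM with 1% FBS) received compound, then TGF-beta at 500 pg/mL final, and were incubated 18 hours at 37 degrees C. Viability was read by CellTiter-Glo luminescence. Media-only wells were set as complete cell-killing and DMSO as no toxicity.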
ATXN viability: cell viability loss in ATXN counter-screen | S2 cells (HEK-293 line with an ATXN2-luciferase reporter) viability, CellTiter-Fluor protease fluorescence, 24 h | Potency, µM (highest dose often 56.7 µM), usual class: cytotoxic | actives 0.49% (n = 400,000) | AID 651635; also: potency is read from the fitted curve at half-maximal effect; nearly all actives have a fitted effect of over 40% in size
A549 viability: A549 cytotoxicity, counter-screen for Nrf2 inhibitors. A549 ARE-Fluc cells, CellTiter-Fluor viability, 18-24 h. Potency, µM (doses to about 46 µM), inactives show top-dose activity change, negative = cytotoxicity, usual class: inhibitors. actives 0.16% (n = 390,000); also: potency is read from the fitted curve at half-maximal effect; % is scaled to controls: 0 for no effect and ±100 for the full control effect
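A549 ARE-Fluc cells in 5% FBS OPTI-MEM, 5000 cells/well, rested 2 h then exposed to compounds in concentration-response for 18-24 h at 37 °C. Viability by CellTiter-Fluor fluorescence (Ex 405/Em 525) after 30 min; luciferase luminescence (BugLite, 15 min, RT) read afterwards.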
CCT chaperon mod: cytosolic chaperonin activity modulation; purified chaperonin ATPase assay, HTRF ADP detection, 30 min; activity change, % (no concentration beside the values), hits read low; actives 0.3% (n = 360,000); AID 651819; in the data active = activity change below about -30%; also: % is scaled to controls: 0 for no effect and ±100 for the full control effect
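Enzyme 40 or 20 nM (batch-dependent) in Tris pH 7.4/KCl/MgCl2/DTT; cpd 76 uM single point; ATP 10 uM; 30 min 37 °C; Transcreener ADP HTRF detection, 30 min RT; ratio 665/615.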
Mm-Cpn inhibitor: blocks the Methanococcus maripaludis chaperonin Mm-Cpn | purified Mm-Cpn ATPase, ADP Transcreener TR-FRET | Potency, µM (titrated, usually from 76.9 µM), for inactives: at the top dose activity, negative = inhibition, most hits filed as inhibitors | actives 0.031% (n = 330,000) | AID 504842; also: potency is read from the fitted curve at half-maximal effect; % is scaled to controls: 0 for no effect and ±100 for the full control effect; nearly all actives have a fitted effect of over 80% in size
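ATPase read-out: TR-FRET ADP immunoassay (anti-ADP Eu cryptate vs ADP-d2), ex 320 nm, em 590/665 nm; signal drops as ADP forms. Enzyme 25 nM, ATP 10 uM, 30 min at 37°C after 10 min compound preincubation.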
pAkt inh: inhibitors of Akt phosphorylation. actives 0.32% (n = 360,000). activity change, % for hits at 50 µM. Neuro2A IGF-stimulated pAkt S473 HTRF, 20 min; active compounds read low. AID 651550; in the data active = activity change below about -80%; inconclusive = mostly about -51% to -80%; also: % is scaled to controls: 0 for no effect and ±100 for the full control effect
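Neuro2A cells in DMEM with 0.5% FBS, overnight at 37 deg C, given compound at single 50 µM final, then IGF (6 nM final) for 20 min at 37 deg C. Lysed; phospho-Akt Ser473 by HTRF after 24 h, 665/615 ratio.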
Nrf2 activator: activates Nrf2 signaling | AID 624171 | Potency, µM (titrated, usually from 46.1 µM), inactives show at the highest dose activation, most hits filed as activators | actives 0.31% (n = 410,000) | AREc32 ARE-luciferase reporter (MCF7-derived line), luminescence, 24 h; also: potency is read from the fitted curve at half-maximal effect; % of control where 0% means no effect; nearly all actives have a fitted effect of over 65% in size
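AREc32_Fluc, 1000 cells/well, OPTI-MEM + 5% FBS, o/n 37 deg C 5% CO2; 23 nL cpd by pin tool, 24 hr; Steady-Glo 30 min RT, luminescence.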
Nrf2 inh: Nrf2 pathway inhibition; actives 2.1% (n = 360,000); AID 504444; Potency, µM (doses to about 46 µM), without a hit: top-dose activity change, negative = inhibition, actives largely listed as inhibitors; A549 ARE-Fluc reporter, luciferase luminescence, 18-24 h; also: potency is read from the fitted curve at half-maximal effect; % is scaled to controls: 0 for no effect and ±100 for the full control effect; nearly all actives have a fitted effect of over 60% in size
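Two sequential reads on A549 ARE_Fluc cells exposed to compound for 18-24 h: a CellTiter-Fluor fluorescence read for viability, then a luciferase luminescence read for Nrf2/ARE activity.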
TGFb SMAD3 inh: TGF-b pathway inhibition; HepG2 CAGA-GFP TGF-b/SMAD3 reporter, GFP fluorescence, 18 h; TGF-beta stimulated, 500 pg/mL final; AID 588855; actives 1.2% (n = 410,000); Potency, µM (titrated, usually from 46.1 µM), for inactives: at the highest dose activity, negative = inhibition, hits mostly inhibitors; also: potency is read from the fitted curve at half-maximal effect; % is scaled to controls: 0 for no effect and ±100 for the full control effect; nearly all actives have a fitted effect of over 65% in size
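First, reporter cells (HEPG2 CAGA-GFP) rested 2 h at 37 degrees C. Next, compounds were pinned in and TGF-beta added to 500 pg/mL final. After 18 h, GFP was imaged per cell and summed per well.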
* = called active by the depositor; i = inactive; u = inconclusive; x = no result given; & = joins results of further samples; [ ] = another dose, or the depositor's remark. Unless noted, calls follow the shape of the dose curve; as a rule, active = well fitted curve in the direction sought with a large enough effect; inconclusive = small, poorly fitted or top-dose-only effect, or another doubt; inactive = no such curve, though single readings can be large; an effect the other way counts as inactive or inconclusive. The list is partial; rates above refer to the full screens.

SMILES	HepG2 viability	ATXN viability	A549 viability	CCT chaperon mod	Mm-Cpn inhibitor	pAkt inh	Nrf2 activator	Nrf2 inh	TGFb SMAD3 inh
Cc1nnc2n1-c1sc(CCc3ccc(CC(C)C)cc3)cc1C(c1ccccc1Cl)=NC2C (stereo unspecified)	x	32µM*	x	x	x	x	x	x	x
CNC(C)Cc1ccc2c(c1)OCO2 (stereo unspecified)	x	i	x	x	x	x	x	x	x
O=[N+]([O-])c1cc([N+](=O)[O-])c2ccccc2c1	x	u	x	x	x	x	x	x	x
CCC1(c2cnc[nH]2)Cc2ccccc2C1	x	i	x	x	x	x	x	x	x
C[C@H](N)[C@H](O)c1ccc(O)c(O)c1	x	u	x	x	x	x	x	x	x
Cc1cnc(SCc2ccccn2)nc1C1CCCN(C(=O)c2cccc(-c3cccc(F)c3)c2)C1 (stereo unspecified)	x	32µM*	x	x	x	x	x	x	x
CN1C(=O)[C@@H](NC(=O)c2cc3ccccc3[nH]2)N=C(c2ccccc2)c2ccccc21	x	i	x	x	x	x	x	x	x
O=C(CCCCl)c1ccc(F)cc1	x	i	x	x	x	x	x	x	x
C#C[C@]1(O)CC[C@H]2[C@@H]3CCC4=CC(=O)CCC4=C3C=C[C@@]21CC	x	i	x	x	x	x	x	x	x
C=CCN1C[C@H](C)N([C@H](c2ccc(C(=O)N(CC)CC)cc2)c2cccc(OC)c2)C[C@H]1C	x	i	x	x	x	x	x	x	x
CN1C[C@H](CNC(=O)OCc2ccccc2)C[C@H]2c3cccc4c3c(cn4C)C[C@@H]21	x	i	x	x	x	x	x	x	x
CCC(=O)C(CCN(C)C)(c1ccccc1)c1ccccc1	x	i	x	x	x	x	x	x	x
NC[C@H](O)c1ccc(O)cc1	x	u	x	x	x	x	x	x	x
COc1cccc(-c2ccc(O)c(CNC3CN4CCC3CC4)c2)n1 (stereo unspecified)	x	i	x	x	x	x	x	x	x
CCN1C[C@@]2(COC)CC[C@H](OC)[C@]34[C@@H]1[C@]1(OCO[C@@]15C[C@@H](OC)C1C[C@H]3[C@H]5[C@@H]1OC)[C@H](O)[C@@H]24	x	i	x	x	x	x	x	x	x
C[C@H]1[C@@H](O)[C@@H](C)/C=C\C=CCC\C=C/C=C\C=C/C=C[C@@H](O[C@H]2O[C@@H](C)[C@@H](O)[C@@H](N)[C@@H]2O)C[C@@H]2O[C@@](O)(C[C@@H](O)[C@H]2C(=O)O)C[C@@H](O)[C@@H](O)CC[C@@H](O)C[C@@H](O)C[C@@H](O)CC(=O)O[C@H]1C	x	i	x	x	x	x	x	x	x
COc1cc(C[C@H](C)N)c(OC)cc1C	x	u	x	x	x	x	x	x	x
Fc1cc(Br)ccc1CBr	x	i	x	x	x	x	x	x	x
COc1cc(C[C@@H](C)N)c(OC)cc1C	x	u	x	x	x	x	x	x	x
CCC(CC)(CNC(=O)CCCO)c1cccc(OC)c1	x	i	x	x	x	x	x	x	x
OCCN(CCO)CCO	x	i	x	x	x	x	x	x	x
CC(C)Oc1cccc(NC(=O)c2ccccc2C(F)(F)F)c1	x	i	x	x	x	x	x	x	x
Cc1c(P(=S)(c2ccccc2)c2ccccc2)c2ccccc2n1C	x	x	-3%	x	x	x	x	7%	x
CCc1nn2c(=O)cc(N3CCN(C)CC3)nc2s1	x	x	-2%	x	x	x	x	8%	x
COP(=O)(OC)C(O)C(Cl)(Cl)Cl (stereo unspecified)	x	i	x	x	3%	x	x	x	x
N#Cc1c(Cl)c(Cl)c(Cl)c(C#N)c1Cl	0.32µM*	x	x	x	x	x	x	x	0.25µM*
CC(=O)N1CCN(c2ccc(OC[C@@H]3CO[C@@](Cn4ccnc4)(c4ccc(Cl)cc4Cl)O3)cc2)CC1	-9%&-66%	x	x	x	x	x	x	x	u
COc1cc([N+](=O)[O-])cc([N+](=O)[O-])c1N	12%	x	x	x	x	x	x	x	3%
O=C(CN1CCOCC1)c1cccc([N+](=O)[O-])c1	-9%	x	x	x	x	x	x	x	2%
CC1OC(O[C@H]2C[C@@H](O)[C@]3(CO)[C@H]4[C@H](O)C[C@]5(C)[C@@H](C6=CC(=O)OC6)CC[C@]5(O)[C@@H]4CC[C@]3(O)C2)C(O)C(O)C1O (stereo partly specified)	-51%	x	x	x	x	x	x	x	0.56µM*
c1cc2c3c(cccc3c1)CC2	-5%	x	x	x	x	x	x	x	-10%
CNC(=O)O/N=C/C(C)(C)S(C)=O (stereo unspecified)	-5%	x	x	x	x	x	x	x	-3%
O=C(O)/C=C/c1ccc2c(c1)OCO2	4%	x	x	x	x	x	x	x	24%
ClCCN(CCCl)c1ccc(C=Nc2ccc(/C=C/c3ccncc3)cc2)cc1	-24%	x	x	x	x	x	x	x	-9%
COC1=C(C)C(=O)c2c(c(COC(N)=O)c3n2C[C@@H]2[C@@H]3N2C)C1=O (stereo partly specified)	7.1µM*	x	x	x	x	x	x	x	4.5µM*
ClCCN(CCCl)c1ccc(C=Nc2ccc(/C=C/c3ccnc4ccccc34)cc2)cc1	-18%	x	x	x	x	x	x	x	-17%
c1ccc2nc3ccccc3cc2c1	-17%	x	x	x	x	x	x	x	u
c1ccc(CCN2CCCC2)cc1	-1%	x	x	x	x	x	x	x	2%
NCC(=O)c1ccc(Cl)c(Cl)c1	-46%	x	x	x	x	x	x	x	u
Oc1cc2c(cc1O)[C@H]1c3ccccc3CN[C@@H]1CC2	15%	x	x	x	-2%	x	x	x	54%[activator]
Cc1ccc(-n2c(/C=C/c3cccs3)nc3ccccc3c2=O)cc1C	-19%	x	-5%	x	x	x	7.3%	x	x
CCOC(=O)[C@]12Cc3c(cc(OC)c(OC)c3OC)[C@H]1N(C)C(=O)c1cc(OC)ccc12	x	x	x	-0.6	x	i	-4.0%	x	x

Of the compounds above, eleven contain a halogen:
SMILES	HepG2 viability	ATXN viability	A549 viability	CCT chaperon mod	Mm-Cpn inhibitor	pAkt inh	Nrf2 activator	Nrf2 inh	TGFb SMAD3 inh
Cc1nnc2n1-c1sc(CCc3ccc(CC(C)C)cc3)cc1C(c1ccccc1Cl)=NC2C (stereo unspecified)	x	32µM*	x	x	x	x	x	x	x
Cc1cnc(SCc2ccccn2)nc1C1CCCN(C(=O)c2cccc(-c3cccc(F)c3)c2)C1 (stereo unspecified)	x	32µM*	x	x	x	x	x	x	x
O=C(CCCCl)c1ccc(F)cc1	x	i	x	x	x	x	x	x	x
Fc1cc(Br)ccc1CBr	x	i	x	x	x	x	x	x	x
CC(C)Oc1cccc(NC(=O)c2ccccc2C(F)(F)F)c1	x	i	x	x	x	x	x	x	x
COP(=O)(OC)C(O)C(Cl)(Cl)Cl (stereo unspecified)	x	i	x	x	3%	x	x	x	x
N#Cc1c(Cl)c(Cl)c(Cl)c(C#N)c1Cl	0.32µM*	x	x	x	x	x	x	x	0.25µM*
CC(=O)N1CCN(c2ccc(OC[C@@H]3CO[C@@](Cn4ccnc4)(c4ccc(Cl)cc4Cl)O3)cc2)CC1	-9%&-66%	x	x	x	x	x	x	x	u
ClCCN(CCCl)c1ccc(C=Nc2ccc(/C=C/c3ccncc3)cc2)cc1	-24%	x	x	x	x	x	x	x	-9%
ClCCN(CCCl)c1ccc(C=Nc2ccc(/C=C/c3ccnc4ccccc34)cc2)cc1	-18%	x	x	x	x	x	x	x	-17%
NCC(=O)c1ccc(Cl)c(Cl)c1	-46%	x	x	x	x	x	x	x	u
